Screens (PubChem BioAssay)
OX1R antag-1 – antagonists of human orexin 1 receptor (OX1R); Orexin/Hypocretin receptor type 1 (Homo sapiens), O43613; inhibition, % at 6.6 µM; 1.8% of 330,000 active; AID 485270, 2010; OX1R-expressing cells, FRET antagonist read-out; in the data active = inhibition mostly above about 38%, no sharp cut-off; inactive = mostly below about 40%;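 note: 0% = agonist challenge alone and 100% = reference antagonist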
Target sequence (O43613 whole entry, looked up): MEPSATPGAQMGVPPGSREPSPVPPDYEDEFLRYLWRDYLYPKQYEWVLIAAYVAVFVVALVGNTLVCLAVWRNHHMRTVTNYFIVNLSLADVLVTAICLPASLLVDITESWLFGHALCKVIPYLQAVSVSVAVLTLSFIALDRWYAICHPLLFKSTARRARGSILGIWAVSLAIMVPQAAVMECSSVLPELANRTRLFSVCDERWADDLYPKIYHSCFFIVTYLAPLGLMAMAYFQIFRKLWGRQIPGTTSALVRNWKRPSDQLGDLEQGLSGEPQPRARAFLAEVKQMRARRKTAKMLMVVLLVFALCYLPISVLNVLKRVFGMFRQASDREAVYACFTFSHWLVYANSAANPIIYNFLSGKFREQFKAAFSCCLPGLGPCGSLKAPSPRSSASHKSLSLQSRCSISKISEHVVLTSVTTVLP
OX1R antag-2 – OX1R (HCRTR1) antagonists, primary screen, fluorescence, CHO/OX1R cells, Fluo-8 calcium, orexin A; Orexin/Hypocretin receptor type 1 (Homo sapiens), O43613; Fluo-8 calcium fluorescence; inhibition, % at 5 µM; 0.43% of 330,000 active; AID 434989, 2010;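 active = inhibition above its plate's threshold, mean inhibition of all tested compounds on the plate plus 3 SD, cut at about 37% in these data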;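 note: 0% = orexin A challenge wells and 100% = SB-334867-A antagonist wells; not every result past the cut was called active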
The depositor's hits bear a star.

SMILES	OX1R antag-1	OX1R antag-2
CN1C(=S)N(c2ccccc2)C(=O)/C1=C/c1cccs1	6	-19
O=C(OCc1nnc(-c2ccc(Br)cc2)o1)c1cncc(Br)c1	12	-2
COc1cccc(CN(C)C(=O)c2cc(S(=O)(=O)N3CCCCCC3)ccc2OC)c1	12	-30
Cc1cc(C)cc(NC(=O)NCC2CCN(Cc3cc(C)ccc3C)CC2)c1	1	-23
Cc1c(Cl)cccc1NCC(=O)NN=C1CCCC1	8	-13
CC(C)c1ccc(NC(=S)NN(c2ccccc2)c2ccccc2)cc1	29	-30
Cc1cccc(CCN2CCC(C(=O)c3ccc(NS(C)(=O)=O)cc3)CC2)n1	3	-13
COc1cccc(-c2ccc(NC(=O)C3CCCN(Cc4ccc(CO)o4)C3)cc2)c1 (configuration not stated)	33	-16
CCc1ccc2c(CN3CCN(S(=O)(=O)c4ccc5c(c4)OCCO5)CC3)cc(=O)oc2c1	13	-36
CCCn1c(SCC(=O)N2CCCc3ccccc32)nc2c1c(=O)n(C)c(=O)n2C	10	-15
Cn1c(=O)c2c(nc(SCc3nc(N)nc(N4CCCCC4)n3)n2C)n(C)c1=O	3	-11
Nn1cnnc1N/N=C/c1ccc(F)cc1	65*	-3
O=C(c1ccc(CN2CCOCC2)cc1)N1CCN(c2ccccc2F)CC1	17	-4
CC1CCCCN1S(=O)(=O)c1ccc(NC(=O)c2cccc(-n3cnnn3)c2)cc1 (configuration not stated)	14	-23
COc1cccc(C(=O)Nc2ccc(C3CC3(Cl)Cl)cc2)c1 (configuration not stated)	31	-25
CN(c1nc2ccccc2n2c(C3CC3)nnc12)S(=O)(=O)c1ccccc1	5	-19
CCOc1ccc(NC(=O)c2nccnc2CO)cc1	3	-18
O=C(Cc1ccc(S(=O)(=O)N2CCOCC2)s1)Nc1ccccc1N1CCCC1	3	5
Cc1cc(C)c(C)c(OCCCCN(C)Cc2ccccc2)c1	-11	-20
CCOc1ccc(CCNC(=O)CSc2nn(-c3ccc(C)c(Cl)c3)c(=S)s2)cc1OCC	22	-21

Part of the list above, with the structure last.
OX1R antag-1 | OX1R antag-2 | SMILES
13 | -36 | CCc1ccc2c(CN3CCN(S(=O)(=O)c4ccc5c(c4)OCCO5)CC3)cc(=O)oc2c1
10 | -15 | CCCn1c(SCC(=O)N2CCCc3ccccc32)nc2c1c(=O)n(C)c(=O)n2C
3 | -11 | Cn1c(=O)c2c(nc(SCc3nc(N)nc(N4CCCCC4)n3)n2C)n(C)c1=O

The list continues:
SMILES	OX1R antag-1	OX1R antag-2
COc1ccc(-c2cc([C@H]3[C@H]4C=CC[C@@H](C)[C@@H]4C(=O)N3Cc3ccccc3)ccc2F)cc1	18	-31
CC(/C=N/n1c(-c2ccc(Cl)cc2)n[nH]c1=S)=C\c1ccco1	21	5
Cc1cccc(OCCOc2ccc(/C=N/NC(=O)Cc3nnc(N)s3)cc2)c1	16	-12
Cc1noc(C)c1C(=O)Nc1ccc(S(=O)(=O)N2CCC(C)CC2)cc1	3	13
COc1ccc(CNC(=O)C2CCN(S(C)(=O)=O)CC2)c(OC)c1	13	-9
CCOc1ccc(/C(O)=C2/C(=O)C(=O)N(c3ccccn3)C2c2ccc(C)cc2)c(C)c1 (configuration not stated)	3	-28
COc1cccc(C(=O)N2CCN=C2SCc2cccnc2)c1OC	7	5
Cc1ccc(S(=O)(=O)N/N=C/c2cc(Br)c(C)o2)cc1	20	-16
C=CCn1c(Cc2cccs2)nnc1SCC(=O)Nc1cc(OC)cc(OC)c1	5	-11
CC(C(=O)Nc1ccccc1)N1CCN(C(=O)c2ccco2)CC1 (configuration not stated)	4	-9
CCOc1ccc(NC(=O)c2ccc(NC(=O)c3ccc(CN4CCOCC4)cc3)cc2)cc1	8	-3
Cc1cccc(N(CC(=O)N/N=C/c2cc([N+](=O)[O-])ccc2Cl)S(C)(=O)=O)c1C	15	-18
O=C(NCCCNC(=O)c1cc(Cl)ccc1Cl)c1ccco1	4	3
[O-][n+]1c2c(nc3c1-c1ccccc1C3O)CCCC2 (configuration not stated)	42	-6
Cc1c(C(=O)OC2CCCCC2)sc2nc[nH]c(=O)c12	1	-1
COC(=O)CN(c1cc(Cl)ccc1OC)S(=O)(=O)c1ccc(OC)c(OC)c1	13	-10
COc1ccc(-c2cc(=O)oc3c(C)c(OCc4nn[nH]n4)ccc23)cc1	5	2
CC1(C)CC(C(CC(=O)Nc2nccs2)c2ccccc2)CCO1 (configuration not stated)	26	-19
Cc1ccc(NS(=O)(=O)c2ccc3c(c2)NC(=O)C(C)C(=O)N3)c(Br)c1 (configuration not stated)	5	-13
C/C(=C\c1ccccc1)C1Nc2cccc3cccc(c23)N1	6	-14

Additional structures follow:
SMILES	OX1R antag-1	OX1R antag-2
CCOC(=O)c1cc(NC(=O)N(C)C2CCCCC2)c(C)nc1C	9	-15
COc1ccc(-c2ccc([C@H]3[C@H]4C=CC[C@@H](C)[C@@H]4C(=O)N3Cc3ccccc3)c(F)c2)cc1OC	28	-38
Cc1ccc(NC(=O)C[n+]2cc(-c3ccc(C)cc3)n3c2CCC3)cc1	9	-2
O=C(c1cn(-c2ccccc2)nc1-c1ccc(Cl)s1)N1CCOCC1	6	-33
N#Cc1nc(-c2ccco2)oc1NCCN1CCOCC1	12	-9
CC(CC(=O)N1CCN(c2ccccc2)CC1)c1ccccc1 (configuration not stated)	9	-16
Cc1ccc(C(=O)N/C(=C/c2ccccc2)C(=O)NCC2CCCO2)cc1 (configuration not stated)	19	-20
O=C(COC(=O)c1n[nH]c2ccccc12)NC(=O)NC1CCCCC1	24	-35
CN1CCCN(C(=O)CC2(CC(=O)O)CCCCC2)CC1	2	2
CCCN(c1ccc(OCC)cc1)S(=O)(=O)c1ccc2c(c1)NC(=O)CO2	15	-16
Cn1c(=O)n(Cc2ccco2)c(=N)c2c3c(sc21)CCC3	6	-15
COc1cccc(C(=O)NOCc2ccc(C)cc2)c1OC	7	-8
Oc1ccc(/C=N\Nc2cc(N3CCOCC3)nc(N3CCOCC3)n2)c(O)c1	18	-24
Cc1nc(NC(=O)CSc2ccc(-c3nc4ccccc4[nH]3)cn2)sc1C	27	-14
COc1cc(/C=N/Nc2nc3ccccc3[nH]2)ccc1O	23	-27
COCCNC(=O)NC(=O)COC(=O)c1cccn1C	18	-2
COc1ccccc1-c1coc2c(CN3CCN(CCO)CC3)c(O)ccc2c1=O	10	6
COc1ccccc1N1C(=O)CC(Nc2ccc(N3CCOCC3)cc2)C1=O (configuration not stated)	71*	-18
COc1ccccc1N1CCN(C(=O)CNC(=O)c2ccc(Cl)cc2Cl)CC1	6	-31
O=C(COc1ccc(F)cc1)NC1CC1	12	-18

Other compounds follow:
SMILES	OX1R antag-1	OX1R antag-2
O=C(/C=C/c1cccc(OCc2ccccc2)c1)c1cccnc1	16	-22
CCN(CC(=O)Nc1ccccc1OC)C(=O)Cn1cnc2ccccc2c1=O	4	-16
CCN(CC)CCNC(=S)NC(=O)c1cn(-c2ccccc2)nc1-c1ccc(OC)cc1	34	-9
Cn1c(=O)c2c(ncn2CC(=O)Nc2ccc3c(c2)OCO3)n(C)c1=O	-7	-10
CC(C)(C)c1cc(/C=N/NC(=O)C[n+]2ccccc2)cc(C(C)(C)C)c1O	10	-4
CCC1=C(OC(=O)N(CC)CC)N2C(=O)OC(=NCC3CC3)[C@]2(Cc2ccccc2)[C@H]2C1=CC[C@H]1C(=O)NC(=O)[C@H]12	27	-11
Cn1nc(C(=O)NNC(=O)c2ccccc2F)c2ccccc2c1=O	5	-9
COc1ccc(C2C(C(=O)NCc3cccnc3)c3cc(OC)c(OC)cc3C(=O)N2C)cc1 (configuration not stated)	8	-8
CCOC(=O)c1cnc2c(C)c(C)ccc2c1Nc1ccc(S(=O)(=O)Nc2ncccn2)cc1	19	-32
CCOc1cnc(-c2c(-c3c(Cl)cccc3Cl)noc2C)o1	39	-29
CC(=O)Nc1ccc(C(=O)Nc2cccc(S(=O)(=O)N(C)c3ccccc3)c2)cc1	8	-5
O=C(CSc1n[nH]c(-c2ccncc2)n1)Nc1ccc(Cl)c(C(=O)O)c1	15	-17
Cc1ccc(NC(=O)c2ccc(NCc3ccc(F)cc3)nc2)cc1	14	10
CS(=O)(=O)N(Cc1ccccc1)c1ccc(C(=O)N2CCc3ccccc3C2)cc1	8	-30
Cc1ccc(OCCN(C)C(=O)C2CCC(=O)N(Cc3ccccc3F)C2)cc1 (configuration not stated)	13	-15
CCN(C(=O)COC(=O)c1ccc2c(c1)OCO2)c1ccccc1	11	-16
COc1ccc2oc(=O)c(C(=O)O)cc2c1	8	-3
CCCCCC(=O)NNC1CC(=O)N(c2ccccc2)C1=O (configuration not stated)	4	1
O=C(CCc1nc(-c2ccccc2Cl)no1)NCC1CCCO1 (configuration not stated)	5	-23
O=C(CCNC(=O)c1ccc(Br)o1)NCc1ccccn1	2	-5

(continued)
SMILES	OX1R antag-1	OX1R antag-2
Cc1ccc(CN2CCN(C/C=C/c3ccc(F)cc3)CC2CCO)o1 (configuration not stated)	10	-18
CCCOC(=O)Cn1cnc2scc(-c3ccc(C)cc3)c2c1=O	16	-43
COc1ccc(C(=O)NC(=S)Nc2ccccc2[N+](=O)[O-])cc1OC	48	-6
O=c1oc(-c2cccs2)nc2sc3c(c12)CCCC3	15	-14
COc1ccc(CNc2nc3ccccc3n2Cc2ccc(C)cc2)cc1OC	12	-21
COc1ccc(C(=O)NCC(=O)OCC(=O)c2ccc3c(c2)NC(=O)CO3)cc1OC	17	-6
COc1ccc(-n2c(SCC(=O)Nc3ccc(Br)cc3)nc(O)cc2=O)cc1	13	-13
Cc1cccc(NC(=O)Nc2ccc(OCc3ccccc3)cc2)n1	-6	-6
Cc1cccc(N(CC(=O)NCCC2=CCCCC2)S(C)(=O)=O)c1C	12	-17
Cc1ccc(-c2csc3nc(C)n(-n4cccc4)c(=O)c23)o1	19	-15
Cc1cc(C(=O)OCC(=O)NC2(C#N)CCCCC2)c(C)o1	3	-19
CCCCC(CC)CNC(=O)CN1C(=O)NC2(CCc3ccccc32)C1=O (configuration not stated)	9	-34
Cc1cc2nc(N3CCN(C(=O)c4cccs4)CC3)sc2cc1C	21	-10
O=C(NNc1c(F)c(F)cc(F)c1F)c1cc2ccccc2oc1=O	15	-15
COc1ccc(-c2nc3nc(C)c(Cc4ccccc4)c(=O)n3[nH]2)cc1	19	-28
Cc1cc(NS(=O)(=O)Cc2ccccc2)no1	8	5
COc1ccc(CN2CCN(C(=O)CC(C)C)CC2)c2ccccc12	1	-26
O=C(Cc1ccccc1)NNC(=O)Nc1cccc(Cl)c1	7	-3
CC(C)C(=O)Nc1cc2c3c(c1)CCC(=O)N3CCC2	0	9
CCO[C@@H]1OC(C(=O)N2CCN(C)CC2)=C[C@H](C(C)(C)C)[C@H]1CCCO	11	-21

Next section
SMILES	OX1R antag-1	OX1R antag-2
O=C(C1CCN(S(=O)(=O)c2ccccc2)CC1)N1CCN(c2ccccc2)CC1	4	-18
CCOc1ccc(Nc2nc(N3CCCCC3)nc(N3CCCCC3)n2)cc1	-5	-3
O=C(Nc1cccc(Cl)c1)Nc1ccon1	5	7
CCOC(=O)c1ccc2c(c1)C1C=CCC1C(C(=O)O)N2 (configuration not stated)	32	-13
O=C(Nc1ccc(Cl)cc1N1CCOCC1)C1CCCCC1	11	-27
CNC(=O)CN1C(=O)CSc2ncccc21	12	5
O=C(O)c1ccc(N2C(=O)/C(=C\c3ccccc3)N=C2c2ccccc2)cc1	10	-5
CCOc1ccc(S(=O)(=O)NCCC2=CCCCC2)c2ccccc12	22	-30
COc1ccc(/C=C2\CCCC3C2=NN(C(=O)CSc2n[nH]c(N)n2)C3c2ccc(OC)cc2)cc1 (configuration not stated)	-6	-22
CCCNC(=O)COc1ccc(S(=O)(=O)Nc2ccc(C)cc2)cc1	5	-10
CC(=O)Nc1ccc(S(=O)(=O)N(C)CC(=O)NNc2c(F)c(F)cc(F)c2F)cc1	-1	-20
NC(=O)C1CCN(C(=O)CC2(CC(=O)O)CCCC2)CC1	15	-20
COc1ccc(C(=O)NNC(=O)CCC(=O)Nc2cc(C)on2)cc1	22	-17
COc1cc(C(=O)NC(=S)Nc2ccccc2N2CCCC2)cc(OC)c1OC	5	-30
COc1cc(OC)c(C(=O)OCC(=O)N2CCOCC2)cc1OC	16	-2
COc1cc2c(cc1OC)-c1nnnn1C(C)(C)C2	12	-12
CCOC(=O)Cc1csc(NC(=O)c2c(O)c3c(n(CC(C)C)c2=O)CCCC3)n1	11	-24
NC(=O)NC(=O)CN1C(=O)NC(c2ccccc2)(c2ccccc2)C1=O	14	-11
CCN(CC(=O)Nc1ccc(NC(C)=O)cc1)C(=O)/C=C/c1cccs1	17	-16
C=CCn1c(O)c(CN2CCCCC2)c(C)c(C#N)c1=O	18	-2
CCS(=O)(=O)N1CCN(c2ccc(C(=O)N3CCOCC3)cc2[N+](=O)[O-])CC1	22	-8
